NCI-60 one-dose screen, 48 h, at 10 µM unless noted. Numbers give growth in % (100 = growth as untreated, 0 = no growth, -100 = all killed).
HT29: HT29 colon cancer | hit rate 7.4% among 81,000
HCT-116: HCT-116 colon cancer; hit rate 7.3% among 82,000
COLO 205: COLO 205 colon cancer. hit rate 7.3% among 79,000. AID 1794742
HCT-15: HCT-15 colon cancer; hit rate 5.2% among 82,000; AID 1794746
HCC-2998: HCC-2998 colon cancer. hit rate 4.7% among 79,000
SNB-19: SNB-19 CNS cancer cells. hit rate 2.5% among 81,000
SNB-75: SNB-75 CNS cancer; hit rate 5% among 79,000
SW-620: SW-620 colon cancer; AID 1794795; hit rate 5.2% among 82,000
KM12: KM12 colon cancer cells. AID 1794800. hit rate 5% among 82,000
* marks the source's active call; other numbers are inactive results; . = not tested or not shown. How the source made its calls: active means growth percent below 10; inactive means the rest.

canonical_smiles	HCC-2998	KM12	SW-620	SNB-19	HT29	SNB-75	HCT-15	HCT-116	COLO 205
Clc1ccc(C2=NN(c3ccccc3)C(c3sc(Cl)nc3Cl)C2)cc1 (centres undefined)	99	95	98	81	90	83	91	93	115
CCOC(=O)c1cc2c([nH]1)-c1nc(Nc3ncccn3)sc1CCC2	124	102	104	107	113	100	102	91	113
CC1(C)CC[C@]23CC[C@]4(C)[C@H](CC[C@@H]5[C@@]6(C)C/C(=C/c7ccco7)C(=O)C(C)(C)[C@@H]6CC[C@]54C)[C@H]2[C@H]1OC3	108	106	105	96	107	97	106	52	109
CCOC(=O)N/N=C/c1ccc([N+](=O)[O-])cc1	98	110	72	112	94	100	97	95	104
CCc1ccc2c(c1)N(CCO)C1=C(C(=O)OC1)C2c1cc(OC)c(OC)c(OC)c1 (centres undefined)	.	-30*	23	22	-24*	49	6.9*	7.6*	-69*
C#Cc1cc(C(=O)Nc2ccc(CN3CCN(C)CC3)c(C(F)(F)F)c2)ccc1OC	89	91	99	95	40	68	77	59	95
CCCCCN1C=C/C(=C\C(=O)N(C)c2ccc(Cl)cc2)c2ccccc21	107	108	98	107	90	90	102	94	111
NC1=NC2(CCCCC2)N=C(Nc2ccc(S(N)(=O)=O)cc2)N1	103	102	94	99	109	79	96	102	106
CCN(CC)CC#CCOC(=O)C(O)(c1ccccc1)C1CCCCC1 (centres undefined)	108	106	102	101	88	84	97	90	91
Cc1ccccc1N1CCN(C(=O)Cc2ccc(OCC(=O)Nc3ccc(Cl)cc3)cc2)CC1	101	68	54	89	102	81	78	77	94
CCn1cc(-c2ccnc(NCCCNS(=O)(=O)c3ccc(Br)cc3)c2)c(-c2cccc(OC)c2)n1	113	87	84	85	27	87	80	50	51
Cc1cc(OCC(=O)Nc2ccc3oc(-c4ccncc4)nc3c2)ccc1Cl	100	102	103	81	94	70	102	89	112
C/C(=N\NC(=O)Nc1ccccc1)c1nnn(-c2ccc([N+](=O)[O-])cc2)c1C	106	101	104	100	116	100	105	99	112
CCCCCCCCCCCCC1CCCC(C)C1 (centres undefined)	98	91	101	104	101	65	97	95	98
O=C(/C=C1\C(=O)N(Cc2ccc([N+](=O)[O-])cc2)c2ccccc21)c1ccc(OCCN2CCCC2)cc1	101	90	19	95	17	65	15	12	81
CCOC(=O)N1CCN(S(=O)(=O)c2ncsc2-c2ccccc2)CC1	109	118	101	95	101	77	93	94	109
COc1ccc(/C=C/c2cc(N3CCOCC3)c3cc(F)c(F)cc3n2)cc1OC	29	33	46	49	39	48	30	24	12
CCCCOCCOC(=O)CCCCCC1CCCCC1	95	101	99	104	103	93	106	97	109
Nc1nc2c(C(=O)Nc3ccccc3)c(Nc3ccccc3)nn2cc1-c1nc2ccccc2s1	109	107	104	77	104	78	98	94	102
O=[N+]([O-])c1ccc(-c2nc(-c3ccccc3)c(-c3ccccc3)n2-c2ccc(S(=O)(=O)Nc3ncccn3)cc2)cc1	43	31	51	27	41	44	24	31	125
CC1(C)NC(=S)c2ccccc2NC1=S	110	99	94	96	103	.	102	100	118
COc1ccc(Nc2ncccc2NC(=O)c2cn(Cc3ccc(F)cc3)nn2)c(OC)c1	109	100	99	107	107	87	107	98	110
C=CC(=O)N[C@H](/C=C/C(=O)O)Cc1ccc(-c2cc(Cl)cc(Cl)c2)cc1	97	103	108	89	88	86	98	98	101
COc1ccc(C(=O)c2c(N)c(C#N)cn2-c2cc(Cl)cc(Cl)c2)cc1	112	106	112	110	113	116	104	104	118
NCCOCCO	89	101	98	105	96	100	100	98	111

Other compounds follow.
canonical_smiles	HCC-2998	KM12	SW-620	SNB-19	HT29	SNB-75	HCT-15	HCT-116	COLO 205
CC(=O)CC(=O)NC1CCCCC1	115	104	112	110	100	104	105	99	106
N=C(N)c1ccc(C(=O)Nc2ccc(F)cc2)cc1	96	100	105	102	88	109	95	94	106
COc1cnc2c(c1)C(=O)c1c-2n(CCCNC(C)C)c(=O)c2cc(Cl)ccc12	-52*	-72*	-82*	-23*	-91*	10	-47*	-92*	-90*
Cn1c(=O)c2c(nc(Sc3nc(-c4ccccc4)c(C#N)c(=O)[nH]3)n2CC(=O)Nc2ccc(S(N)(=O)=O)cc2)n(C)c1=O	98	104	98	103	111	86	98	87	110
O/N=C(\CSc1nnc(-c2ccccc2)o1)c1ccccc1	99	93	99	96	92	88	92	105	107
CCOC(=O)c1c(NC(=O)c2cccc(C(F)(F)F)c2)sc2c1CCC(=O)C2	87	32	14	21	65	32	19	12	16
Nc1ncnc2[nH]ncc12	.	18	17	71	12	33	5.9*	5.1*	11
CC(=O)Nc1ccc2c(c1)Cc1cc(F)ccc1-2	94	96	105	103	92	87	105	102	124
Nc1c(C(=O)c2ccc(Br)cc2)sc2nc3c(cc12)CCCC3	100	75	105	97	97	101	81	98	104
O=C1C=CC(=NOC(=O)c2ccccc2)C=C1	121	116	119	106	107	104	111	110	118
COc1ccc2nc(OC)c(-c3nc4c(cnn4-c4ccccc4)c(=O)[nH]3)cc2c1	120	97	94	100	104	103	98	89	99
CCN(Cc1ccccc1)C(=O)C1CCN(Cc2c[nH]c3ccccc23)CC1	90	96	94	95	90	82	87	96	92
COc1ccc(-c2nc3ccc(-c4nnc(SCC(=O)Nc5ccc(Br)cc5)o4)cc3[nH]2)cc1	105	75	79	97	103	97	69	99	114
O=C1c2c(c3c4cccnc4[nH]c3c3ccc4ccccc4c23)C(=O)N1CCN1CCNCC1	82	74	56	76	58	84	3.4*	37	82
CC1Cc2c(NCCO)ncnc2N(C)c2ccccc21 (centres undefined)	110	105	106	109	106	97	102	112	118
C=CC[n+]1c(/C=C/C=C2\N(C)c3ccccc3C2(C)C)sc2ccc(OC)cc21	30	13	20	28	9.2*	20	13	12	-37*
Cc1nn(-c2ccc([N+](=O)[O-])cc2)c(C)c1N=Nc1ccccc1	105	94	100	92	88	92	100	96	99
CCC(=O)Oc1ccc(/C(=C(/CC)c2ccccc2)c2ccc(OCCN3CCCCC3)cc2)cc1	99	107	102	104	93	93	102	100	111
CCOC(=O)C1CCCC1	98	100	98	101	103	102	95	93	104
COc1cc(C)cc2oc3oc(=N)c(C(=O)c4ccccc4)cc3c(=O)c12	108	104	104	99	108	86	103	94	124
Clc1nc2ccccc2nc1Cc1nnc(-c2ccccc2)o1	109	99	104	98	121	84	101	95	124
CC(C)c1ccc(NC(=O)Nc2ccc(NC(=O)CCCC(=O)NO)cc2)cc1	102	105	109	101	102	107	108	100	118
CCOC(=O)C(CCC1=NC(C)(C)CC(C)O1)C(=O)OCC (centres undefined)	99	94	57	106	32	104	46	46	92
COC(=O)c1ccc(O)c(CN(C)C)c1	103	104	107	.	103	90	103	99	113
O=C(/C=C/Nc1nnc(SCc2ccccc2)s1)c1cc2cc(Br)ccc2oc1=O	119	105	115	96	125	.	97	89	132

Structural class, those above containing a thiophene ring, fused or not.
canonical_smiles	HCC-2998	KM12	SW-620	SNB-19	HT29	SNB-75	HCT-15	HCT-116	COLO 205
CCOC(=O)c1c(NC(=O)c2cccc(C(F)(F)F)c2)sc2c1CCC(=O)C2	87	32	14	21	65	32	19	12	16
Nc1c(C(=O)c2ccc(Br)cc2)sc2nc3c(cc12)CCCC3	100	75	105	97	97	101	81	98	104

Remaining list, next part
canonical_smiles	HCC-2998	KM12	SW-620	SNB-19	HT29	SNB-75	HCT-15	HCT-116	COLO 205
CCCCNC(=O)NS(=O)(=O)c1ccc(N2N=C(c3cc(C)ccc3C)CC2c2cc(OC)c(OC)c(OC)c2)cc1 (centres undefined)	-1.6*	46	67	68	72	51	49	32	45
CCCCC(O)Cn1ncc(C(=O)OCC)c1NC(=O)Nc1ccccc1F (centres undefined)	101	96	99	90	101	86	99	75	.
COc1ccc(C2CC(c3ccc(S(=O)(=O)NCCNc4nc(N(C)C)nc(N5CCOCC5)n4)cc3)=Nc3c(N)nc(N)nc3N2)cc1 (centres undefined)	107	94	96	69	84	64	96	80	117
Cc1cc(N2CCN(CC(=O)Nc3ccc4c(ccn4C)c3)CC2)nc(N2CCC(C)CC2)n1	116	95	97	85	71	84	77	78	95
O=C(c1ccc(Cc2n[nH]c(=O)c3cccnc23)cc1)N1CCN(c2ccccc2)CC1	111	109	92	97	101	106	104	91	113
COc1ccc(/C=C2\Cc3ccccc3C2=O)cc1	96	83	90	84	87	95	95	90	116
O=[N+]([O-])c1cccc2c1CCC2	.	109	99	104	103	94	107	105	112
Cc1c(C(N)=O)sc2c1c(=O)n(Cc1ccccc1)c1nnc(S(=O)(=O)Cc3ccccc3)n21	100	92	99	104	97	76	97	94	126
COc1cc(CNC(=O)CCCC/C=C/C(C)C)ccc1OCc1cn(-c2ccccc2Cl)nn1	111	98	100	90	98	87	94	100	106

In the list so far, these have a carbonyl joined to an NH by a bond outside any ring.
canonical_smiles	HCC-2998	KM12	SW-620	SNB-19	HT29	SNB-75	HCT-15	HCT-116	COLO 205
CCOC(=O)N/N=C/c1ccc([N+](=O)[O-])cc1	98	110	72	112	94	100	97	95	104
C#Cc1cc(C(=O)Nc2ccc(CN3CCN(C)CC3)c(C(F)(F)F)c2)ccc1OC	89	91	99	95	40	68	77	59	95
Cc1ccccc1N1CCN(C(=O)Cc2ccc(OCC(=O)Nc3ccc(Cl)cc3)cc2)CC1	101	68	54	89	102	81	78	77	94
Cc1cc(OCC(=O)Nc2ccc3oc(-c4ccncc4)nc3c2)ccc1Cl	100	102	103	81	94	70	102	89	112
C/C(=N\NC(=O)Nc1ccccc1)c1nnn(-c2ccc([N+](=O)[O-])cc2)c1C	106	101	104	100	116	100	105	99	112
Nc1nc2c(C(=O)Nc3ccccc3)c(Nc3ccccc3)nn2cc1-c1nc2ccccc2s1	109	107	104	77	104	78	98	94	102
COc1ccc(Nc2ncccc2NC(=O)c2cn(Cc3ccc(F)cc3)nn2)c(OC)c1	109	100	99	107	107	87	107	98	110
C=CC(=O)N[C@H](/C=C/C(=O)O)Cc1ccc(-c2cc(Cl)cc(Cl)c2)cc1	97	103	108	89	88	86	98	98	101
CC(=O)CC(=O)NC1CCCCC1	115	104	112	110	100	104	105	99	106
N=C(N)c1ccc(C(=O)Nc2ccc(F)cc2)cc1	96	100	105	102	88	109	95	94	106
Cn1c(=O)c2c(nc(Sc3nc(-c4ccccc4)c(C#N)c(=O)[nH]3)n2CC(=O)Nc2ccc(S(N)(=O)=O)cc2)n(C)c1=O	98	104	98	103	111	86	98	87	110
CCOC(=O)c1c(NC(=O)c2cccc(C(F)(F)F)c2)sc2c1CCC(=O)C2	87	32	14	21	65	32	19	12	16
CC(=O)Nc1ccc2c(c1)Cc1cc(F)ccc1-2	94	96	105	103	92	87	105	102	124
COc1ccc(-c2nc3ccc(-c4nnc(SCC(=O)Nc5ccc(Br)cc5)o4)cc3[nH]2)cc1	105	75	79	97	103	97	69	99	114
CC(C)c1ccc(NC(=O)Nc2ccc(NC(=O)CCCC(=O)NO)cc2)cc1	102	105	109	101	102	107	108	100	118
CCCCNC(=O)NS(=O)(=O)c1ccc(N2N=C(c3cc(C)ccc3C)CC2c2cc(OC)c(OC)c(OC)c2)cc1 (centres undefined)	-1.6*	46	67	68	72	51	49	32	45
CCCCC(O)Cn1ncc(C(=O)OCC)c1NC(=O)Nc1ccccc1F (centres undefined)	101	96	99	90	101	86	99	75	.
Cc1cc(N2CCN(CC(=O)Nc3ccc4c(ccn4C)c3)CC2)nc(N2CCC(C)CC2)n1	116	95	97	85	71	84	77	78	95
Cc1c(C(N)=O)sc2c1c(=O)n(Cc1ccccc1)c1nnc(S(=O)(=O)Cc3ccccc3)n21	100	92	99	104	97	76	97	94	126
COc1cc(CNC(=O)CCCC/C=C/C(C)C)ccc1OCc1cn(-c2ccccc2Cl)nn1	111	98	100	90	98	87	94	100	106

Screens as filed in PubChem BioAssay.
